Bioassay records: PubChem, several laboratories
MsrA act: bovine methionine sulfoxide reductase A activation | purified bovine MsrA, absorbance read-out | 360,000 compounds, 0.3% hits | activation, % at 10.6 µM; in the data active = activation above about 7.5%;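 note: 0% = vehicle and 100% = reference activator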
MLLE-PAM2 inh: inhibitors of microRNA-mediated deadenylation, human PABP1 MLLE binding | AID 588489 | inhibition, % at 20 µM | GST-MLLE / FITC-PAM2 fluorescence polarization | P11940 | 360,000 compounds, 0.36% hits; in the data active = inhibition above about 35%, passing the limit was not always enough;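 note: plate controls were DMSO wells with GST-MLLE for no effect and wells lacking GST-MLLE protein for full effect; some results filed as inactive read as strong as hits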
Target sequence (P11940 whole entry, looked up): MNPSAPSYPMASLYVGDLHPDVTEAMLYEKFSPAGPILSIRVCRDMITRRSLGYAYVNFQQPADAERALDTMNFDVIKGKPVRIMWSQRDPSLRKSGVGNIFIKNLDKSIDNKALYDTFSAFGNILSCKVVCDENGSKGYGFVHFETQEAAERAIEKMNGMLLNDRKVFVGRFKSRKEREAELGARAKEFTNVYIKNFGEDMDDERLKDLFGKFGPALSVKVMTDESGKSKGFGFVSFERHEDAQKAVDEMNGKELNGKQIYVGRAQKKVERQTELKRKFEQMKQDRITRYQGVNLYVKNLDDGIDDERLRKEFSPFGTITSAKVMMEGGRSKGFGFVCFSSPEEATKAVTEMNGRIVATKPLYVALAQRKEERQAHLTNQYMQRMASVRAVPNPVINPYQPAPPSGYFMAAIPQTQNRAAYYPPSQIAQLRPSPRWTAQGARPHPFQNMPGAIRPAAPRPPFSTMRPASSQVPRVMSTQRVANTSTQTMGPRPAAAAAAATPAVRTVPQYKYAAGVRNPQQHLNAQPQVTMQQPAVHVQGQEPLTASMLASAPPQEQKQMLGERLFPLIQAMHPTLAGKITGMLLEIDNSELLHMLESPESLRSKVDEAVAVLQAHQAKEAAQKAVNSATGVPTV
FAS TE block: inhibitors of human fatty acid synthase thioesterase domain | P49327 | recombinant FAS-TE, OMFH fluorogenic substrate, fluorescence endpoint | inhibition, % at 15 µM | 360,000 compounds, 0.67% hits | AID 602261;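 active = compounds whose normalised, plate-corrected inhibition of enzyme fluorescence in the single-dose primary screen is 50% or more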;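 note: 0% = DMSO with enzyme and 100% = substrate without enzyme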
eLon inh: inhibits E. coli Lon protease; P0A9M0; purified E. coli Lon protease, fluorescence polarization; inhibition, % at 7.94 µM; 360,000 compounds, 0.42% hits; AID 602123; in the data active = inhibition above about 13%, passing the limit was not always enough;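 note: 0% = enzyme with probe and DMSO and 100% = no enzyme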
SKN-1 inh: C. elegans SKN-1 inhibition; C. elegans VP596 Pgst-4::GFP/RFP ratio, acrylamide-induced, 24 h; inhibition, % at 21.8 µM; 360,000 compounds, 0.49% hits; AID 624304;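 active = interference check ratio from 0.5 to 1.5 plus GFP to RFP signal ratio inhibition reaching or exceeding a fixed threshold, cut at about 30% in these data, passing the limit was not always enough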; note: some compounds called inactive have numbers as strong as hits
MsrA inh: bovine MsrA inhibition; inhibition, % at 15.5 µM; 360,000 compounds, 0.75% hits; purified bovine MsrA, absorbance read-out; AID 651718; in the data active = inhibition above about 4.5%;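 note: 0% = vehicle wells with enzyme and 100% = reference inhibitor wells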
MT1-MMP act inh: inhibitors of human MT1-MMP activation. P50281. HT1080 RFP-PRO-GFP cells, GFP/RFP ratio fluorescence, overnight; percent of plate control window, DMSO zero. GFP/RFP ratio change, % at 20 µM. 360,000 compounds, 0.061% hits;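 active = GFP/RFP ratio change of at least 30% with cell ATP level not reduced by more than half and red fluorescence within 50% of control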; note: strong numbers were not always called active
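Assay system: HT1080 cells carrying an RFP-PRO-GFP reporter | Dosing: Single dose of 20 µM compound, 1% DMSO final | Incubation: Cells overnight before dosing, compound overnight, 37 °C, 5% CO2 | Evaluation: GFP/RFP fluorescence ratio | Control set: DMSO and RFP-L50D-GFP cell wells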
NRP1-CendR mod: NRP-1/CendR interaction modulation | AID 602438 | inhibition, % at 25 µM | 360,000 compounds, 0.85% hits | FAM-RPARPAR peptide binding to NRP-1, fluorescence polarization | O14786;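 active = inhibition or corrected inhibition above about 18%, plus a signal ratio from 0.5 to 1.5, limit read from the data, passing the limit was not always enough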; note: strong numbers were not always called active
Tb MetRS inh: Trypanosoma brucei MetRS inhibition. purified T. brucei MetRS, ATP depletion, Kinase-Glo luminescence. inhibition, % at 11.9 µM. 360,000 compounds, 0.4% hits. AID 624268;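 active = inhibition above a per-plate cutoff of the control wells' mean inhibition plus 3 SD, cut at about 5.5% in these data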;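 note: 0% = DMSO wells median and 100% = median of wells with control inhibitor compound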
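Dosing: 11.9 µM compound single dose, 0.9% DMSO; Assay system: purified T. brucei MetRS enzyme; Measured by: Kinase-Glo luciferase luminescence reporting remaining unconsumed ATP; Schedule: 15 min plus 2 h at 25 °C.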
Starred values were filed as active, the others as inactive; nt = no result given.

SMILES	MsrA act	MLLE-PAM2 inh	FAS TE block	eLon inh	SKN-1 inh	MsrA inh	MT1-MMP act inh	NRP1-CendR mod	Tb MetRS inh
CN1CCN(S(=O)(=O)c2ccc(NC(=O)COc3ccccc3Cl)cc2)CC1	0	-12	4	0	-2	-0.3	-1	13	-0.3
CCCCCCN1C[C@@H](n2cc(COC(=O)c3ccccc3)nn2)[C@H](O)C[C@@H]1c1ccc(Cl)cc1	-2	-5	14	-8	3	-0.7	-1	-28	-0.8
CCOC(=O)N1CCC(N2CCN(S(=O)(=O)c3ccc(NC(C)=O)cc3)CC2)CC1	-12	5	-7	-8	8	0.0	3	-15	-1.4
Nc1ccc(-n2nnnc2CN2CCOCC2)cc1	-5	8	-9	0	-4	1.1	5	-7	-0.6
O=C(NCCN1CCOCC1)c1cc(-c2ccc(Cl)c(Cl)c2)on1	-3	-4	5	0	9	0.7	-1	13	-0.7
Cc1ccc(O)c(-c2cc(C(F)(F)F)[nH]n2)c1	2	-5	3	-5	12	0.9	18	0	-0.8
CC(=O)Nc1ccc(S(=O)(=O)CCC(=O)O)cc1	-2	-9	-6	-3	3	-0.3	12	12	-0.2
COc1ccc(Cc2nc(-c3ccc(Cl)cc3)no2)cc1	-3	-12	25	-9	35*	0.4	6	-1	-0.8
OCCNc1nc(Nc2ccc(O)cc2)nc2ccccc12	-4	-5	-2	9	-3	1.1	3	-17	5.5
CC1OC(CCc2cccc(Cl)c2)Cc2[nH]c(=S)[nH]c(=O)c21 (stereo unspecified)	0	nt	-3	1	17	1.2	12	16	-1.4
Cc1ccc(-c2cnn(-c3ccccc3)c2N)cc1	-1	-7	-1	1	13	-1.5	2	3	-1.1
Cc1ccc(N2CC(C(=O)Nc3ccncc3)CC2=O)cc1 (stereo unspecified)	3	-7	-5	-4	7	0.6	2	-8	-0.6

Part of the list above, as labelled records:
COc1ccc(Cc2nc(-c3ccc(Cl)cc3)no2)cc1
  MsrA act = -3	MLLE-PAM2 inh = -12	FAS TE block = 25	eLon inh = -9	SKN-1 inh = 35*	MsrA inh = 0.4	MT1-MMP act inh = 6	NRP1-CendR mod = -1	Tb MetRS inh = -0.8
CC1OC(CCc2cccc(Cl)c2)Cc2[nH]c(=S)[nH]c(=O)c21 (stereo unspecified)
  MsrA act = 0	MLLE-PAM2 inh = nt	FAS TE block = -3	eLon inh = 1	SKN-1 inh = 17	MsrA inh = 1.2	MT1-MMP act inh = 12	NRP1-CendR mod = 16	Tb MetRS inh = -1.4
Nc1ccc(-n2nnnc2CN2CCOCC2)cc1
  MsrA act = -5	MLLE-PAM2 inh = 8	FAS TE block = -9	eLon inh = 0	SKN-1 inh = -4	MsrA inh = 1.1	MT1-MMP act inh = 5	NRP1-CendR mod = -7	Tb MetRS inh = -0.6
CCCCCCN1C[C@@H](n2cc(COC(=O)c3ccccc3)nn2)[C@H](O)C[C@@H]1c1ccc(Cl)cc1
  MsrA act = -2	MLLE-PAM2 inh = -5	FAS TE block = 14	eLon inh = -8	SKN-1 inh = 3	MsrA inh = -0.7	MT1-MMP act inh = -1	NRP1-CendR mod = -28	Tb MetRS inh = -0.8

Continuation.
SMILES	MsrA act	MLLE-PAM2 inh	FAS TE block	eLon inh	SKN-1 inh	MsrA inh	MT1-MMP act inh	NRP1-CendR mod	Tb MetRS inh
COC(=O)CSc1nc(N)c(C#N)c(C(C)C)c1C#N	0	-5	-4	15	29	1.7	-2	-2	-0.4
NC(=O)C1CC(=O)N(c2ccc(OCc3ccc(F)cc3)cc2)C1 (stereo unspecified)	-8	-2	-5	-3	-4	-0.8	1	-16	-0.3
Cc1cc(NC(=O)/C=C/c2ccc(Br)cc2)no1	-2	20	-8	17	8	0.6	-4	10	-0.3
CCc1ccc(NC2=NCC(=O)N2Cc2ccc3c(c2)OCO3)cc1	0	-4	11	1	3	-0.7	-7	5	-0.4
CSCCC(NC(=O)c1ccccc1Br)C(=O)NCCCn1nc(C)cc1C (stereo unspecified)	-2	-4	-4	-8	-11	0.2	4	-9	-0.1
Cc1cc(NC(=O)c2ccco2)c(=O)n(Cc2cccc(C(F)(F)F)c2)c1	-5	-18	16	14	-8	1.2	1	5	0.0
CN(c1ccccc1)S(=O)(=O)c1ccc(NC(=O)C2CCCCC2C(=O)O)cc1 (stereo unspecified)	-5	5	2	-1	-6	-0.5	2	17	-0.8
CN(CCCNC(=O)CSc1cc(=O)n(C)c2cc(Cl)ccc12)Cc1ccccc1	-3	-7	11	-4	-6	1.1	1	-8	-0.3
O=C(NCc1ccccc1)c1cc(=O)[nH]c2ccccc12	-6	7	-8	2	-28	0.7	2	-2	0.0
CN(C)c1nc(N(C)C)nc(N(C#N)CCOc2ccccc2)n1	-2	13	16	7	1	0.0	-5	8	-0.6
NC(COCc1ccccc1)c1csc(Nc2cc(NCCCO)ncn2)n1 (stereo unspecified)	-6	-6	-8	-2	-3	-1.7	-1	-1	-0.5
COC(=O)c1ccc(NC(=O)C2C3C=CC(C3)C2C(=O)O)cc1 (stereo unspecified)	-4	5	-2	-4	1	1.0	1	-6	0.1
Cc1c(N(C)C(=O)C2CCCN2S(=O)(=O)c2ccccc2)c(=O)n(-c2ccccc2)n1C (stereo unspecified)	1	-5	-5	5	3	1.3	-3	4	-0.1
COC(=O)[C@H](CCSC)NC(=O)c1cc2c(cn1)[nH]c1ccccc12	-2	-18	-2	-4	2	2.5	1	11	2.1
Cc1cc(C)n(CC(=O)O)n1	-9	-2	-9	-11	17	-0.3	4	-2	-0.8
Cc1cc(N2CCN(C3CCCCC3)CC2)nc2cccc(O)c12	-4	3	-9	-2	2	0.2	4	-10	-0.9
Cc1cccc(C(=O)O/N=C2\CCCc3ccccc32)c1	5	7	18	-7	-3	0.1	0	0	-0.6
FC(F)(F)c1cnc(Sc2nc3nccc(-c4ccc(Cl)cc4)n3n2)c(Cl)c1	1	11	34	-7	8	-0.2	-6	-174	0.0
Cc1cccc(NC(=O)CSCC(=O)N2CCCc3ccccc32)c1	-6	-5	-2	-6	1	0.8	3	-19	-0.5
O=C1C=CC2(O[C@H](c3ccccc3)[C@@H](c3ccccc3)O2)[C@H](Sc2ccccc2O)C1	-3	15	21	-20	3	4.1	-7	9	-0.4
CCS(=O)(=O)N1Cc2ccccc2CC1C(=O)Nc1cccc(S(=O)(=O)N(C)C)c1 (stereo unspecified)	-4	-7	-6	3	-3	-1.3	1	4	-0.6
Cn1cc(CCCC(=O)NCc2ccc(F)cc2)c2ccccc21	-4	-8	4	0	-16	2.3	4	10	-0.3
CCc1cccc(NC(=O)CCCn2nc(CC)n3c(cc4occc43)c2=O)c1	-4	15	1	29*	8	0.0	-8	-3	-0.1
Cc1ccc(C)c(CN2CCC(n3nccc3NC(=O)CCCc3ccccc3)CC2)c1	-2	-11	8	0	12	-0.5	4	2	0.4
CCc1ccccc1NC(=O)Cc1ccc(-n2cccc2)cc1	-4	4	-1	-11	3	-0.4	0	-4	-0.6
CCOc1ccc(NC(=S)NC(C)C(c2ccccc2)N2CCN(C)CC2)cc1 (stereo unspecified)	-3	-35	-7	13	-18	0.5	-8	14	-0.6
COc1ccc(C2=NC(=O)/C(=C\c3cc(OC)c(OC)c(OC)c3)O2)cc1	-3	61*	-4	3	-3	1.3	0	-28	-0.8
CC1CCc2cc(F)ccc2N1C(=O)C1(C)CC1(Cl)Cl (stereo unspecified)	-10	-6	3	-12	-2	0.0	-4	5	-1.1
Cc1ccc2c(c1)N(CC(=O)N1CCc3ccccc3C1)C(=O)CO2	-1	-8	-4	-6	15	1.4	-2	-7	-0.3
CCCCN1CCCCC1C(=O)Nc1c(C)cccc1C (stereo unspecified)	-1	-3	1	6	-8	1.7	3	-4	-0.1
Nc1nc(N)c2[nH]c(=S)[nH]c2n1	-2	37	-6	-12	15	0.2	0	-12	-0.5
COC(=O)c1nc(-c2ccccc2)nc(-c2ccccc2)c1C(=O)OC	-2	0	32	1	15	0.8	-1	1	-0.6
CN(C)c1ccc(C(=O)C(O)c2ccccc2Cl)cc1 (stereo unspecified)	-11	8	-2	-1	-9	3.1	1	-9	-0.2
Cc1cc(O)c(C(=O)Cc2csc(C)n2)c(O)c1	-3	-8	-2	3	9	0.4	-1	-8	-0.2
CC(NC(=O)CCn1nc(-c2ccc(Cl)cc2)ccc1=O)c1ccccc1 (stereo unspecified)	-2	-10	-6	-5	-3	0.4	-3	-18	0.3
Cc1cc(OC(C)C(=O)N(Cc2cccs2)C2CCS(=O)(=O)C2)ccc1Cl (stereo unspecified)	-1	8	5	2	44	-0.1	4	5	-0.4
S=C(Nc1cccc(Cl)c1)Nc1ccc2cn[nH]c2c1	-3	-20	-10	-2	11	-0.9	5	10	1.1
CC(=O)C1=C(O)C(=O)N(Cc2ccco2)C1c1cccc(F)c1 (stereo unspecified)	-4	3	-3	1	5	1.2	0	-4	-0.5
COc1ccc2c(c1)cc(C(=O)N[C@@H](Cc1ccccc1)C(=O)N[C@@H](C)C(=O)O)n2C	-5	-2	-4	-8	3	-0.1	-3	4	-1.0
CC(NNC(=S)N1CCN(c2ccccn2)CC1)c1nccc2ccccc12 (stereo unspecified)	-2	2	-6	-15	-1	1.2	0	24*	0.0
CC(Sc1nc(-c2ccccc2)cc(C(F)(F)F)n1)C(=O)Nc1sc2c(c1C(N)=O)CCC2 (stereo unspecified)	-4	23	2	-14	-2	0.6	2	3	0.3
Cc1cccn2c(=O)nc(SCC(=O)c3ccccc3)nc12	-7	14	7	-10	6	1.8	2	-9	0.1
COc1ccccc1-n1cn[nH]c1=S	9.2*	2	-6	1	3	-1.3	-1	-11	0.0
O=C(CC1C(=O)NCCN1C(=O)Nc1ccc(F)cc1F)Nc1ccc(F)cc1 (stereo unspecified)	-5	-6	0	3	-10	-0.7	-1	8	-0.5
COc1ccc(NC(=O)Cn2nc(Cc3cccnc3)c3ccccc3c2=O)cc1OC	2	20	-5	4	-1	0.1	5	-2	-0.2
O=C1ON=C(c2ccccc2)/C1=C/c1ccc(-c2ccccc2[N+](=O)[O-])o1	-3	38	-4	15	15	0.8	0	-63	0.0
COCCNC(=O)C(Cc1c[nH]c2ccccc12)NC(=O)OCc1ccccc1 (stereo unspecified)	-7	-5	-2	-6	-14	0.6	0	8	-1.0
O=C1CCC/C(=N/NC(=O)c2ccc(NS(=O)(=O)c3cccs3)cc2)C1	-14	3	-2	1	-2	0.3	2	-4	-1.3
COc1ccc(CC(=O)n2nc(-c3ccc(Cl)cc3)nc2NCc2ccco2)cc1	4	0	19	-3	13	1.4	-1	3	-0.1
CC(C)c1ccccc1NC(=S)N(C)C	-5	-80	-3	-2	10	1.0	-1	1	-0.2
O=C(Nc1cccc(C(F)(F)F)c1)c1cccnc1NCCO	-5	-5	-1	-4	7	-0.8	1	3	-0.5
Cc1cc(CN(C)C(=O)CC2C(=O)NCCN2Cc2ccc(F)c(F)c2)on1 (stereo unspecified)	-4	17	-3	4	-7	-0.6	0	-3	0.5
CCCOc1cccc(C(=O)Nc2ccc(Br)cc2F)c1	-5	-12	16	-2	-7	0.9	5	1	-1.0
O=C(Nc1ccc(Cc2ccc(NC(=O)N3CCOCC3)cc2)cc1)N1CCOCC1	-7	3	-8	3	-19	0.4	-2	13	-1.6
CCn1c(N)cc(=O)[nH]c1=S	-3	14	-5	4	-4	-0.6	nt	-9	0.0
